Source: PubChem BioAssay (National Center for Advancing Translational Sciences (NCATS))
TRHR agonist: agonists of human TRH receptor; TRHR cells, calcium flux fluo-8, FDSS agonist mode; activation, % at 2 µM; 360,000 compounds, 0.18% hits; in the data active = activation above about 30%; also: 0% is about no effect
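Agonist-mode FDSS calcium read (Ex 480/Em 530, 1 s cycles) in 1536-well TRHR cells with fluo-8 dye, after 10-cycle baseline and 23 nL compound addition; TRH at EC20 (10 nM final) added afterwards for the enhancer phase.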
APE1 inh: blocks human APE1 abasic DNA cleavage; P27695; Potency, µM (series often up to 65.8 µM), inactives show top-dose activity change, negative = inhibition, usual class: inhibitors; recombinant APE1, TAMRA/BHQ-2 abasic DNA cleavage fluorescence; AID 2517; 350,000 compounds, 0.35% hits;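 also: potency is read from the fitted curve at half-maximal effect; plate controls were vehicle for no effect and reference inhibitor for full effect; nearly all actives have a fitted effect of over 55% in size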
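Readout is kinetic fluorescence (ex 525, em 598 nm) from cleavage of 50 nM TAMRA/BHQ-2 THF abasic duplex by 0.75 nM APE1, compound added 15 min beforehand at RT.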
ALOX12 inh: blocks human arachidonate 12S-lipoxygenase | P18054 | purified 12hLO, xylenol orange hydroperoxide absorbance | Potency, µM (titrated, usually from 108 µM), for inactives: at the highest dose activity change, negative = inhibition, usual class: inhibitors | 580,000 compounds, 1.1% hits; also: potency is read from the fitted curve at half-maximal effect; % is scaled to controls: 0 for no effect and ±100 for the full control effect
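Hydroperoxide product was detected by ferrous iron/xylenol orange as the 573 to 405 nm absorbance ratio. Arachidonic acid at 40 uM (final) was turned over for 30 min at room temperature by 150 nM human 12hLO, pH 7.0 Hepes buffer, after 15 min compound preincubation.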
BLM inh: Bloom syndrome helicase (human) inhibition. recombinant BLM DNA unwinding, fluorescence dequenching. Potency, µM (series often up to 56.1 µM), for the others: at the highest dose activity change, negative = inhibition, usual class: inhibitors. 350,000 compounds, 0.2% hits. AID 2528;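 also: potency is read from the fitted curve at half-maximal effect; plate controls were vehicle for no effect and no enzyme for full effect; nearly all actives have a fitted effect of over 35% in size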
Pol iota inh: blocks human DNA polymerase iota activity | Q9UNA4 | Pol iota fluorescent replication assay, 10 min | Potency, µM (top dose mostly 115 µM), for inactives: at the top dose activity, negative = inhibition, most hits filed as inhibitors | 390,000 compounds, 1% hits; also: potency is read from the fitted curve at half-maximal effect
Target sequence (Q9UNA4 whole entry, looked up): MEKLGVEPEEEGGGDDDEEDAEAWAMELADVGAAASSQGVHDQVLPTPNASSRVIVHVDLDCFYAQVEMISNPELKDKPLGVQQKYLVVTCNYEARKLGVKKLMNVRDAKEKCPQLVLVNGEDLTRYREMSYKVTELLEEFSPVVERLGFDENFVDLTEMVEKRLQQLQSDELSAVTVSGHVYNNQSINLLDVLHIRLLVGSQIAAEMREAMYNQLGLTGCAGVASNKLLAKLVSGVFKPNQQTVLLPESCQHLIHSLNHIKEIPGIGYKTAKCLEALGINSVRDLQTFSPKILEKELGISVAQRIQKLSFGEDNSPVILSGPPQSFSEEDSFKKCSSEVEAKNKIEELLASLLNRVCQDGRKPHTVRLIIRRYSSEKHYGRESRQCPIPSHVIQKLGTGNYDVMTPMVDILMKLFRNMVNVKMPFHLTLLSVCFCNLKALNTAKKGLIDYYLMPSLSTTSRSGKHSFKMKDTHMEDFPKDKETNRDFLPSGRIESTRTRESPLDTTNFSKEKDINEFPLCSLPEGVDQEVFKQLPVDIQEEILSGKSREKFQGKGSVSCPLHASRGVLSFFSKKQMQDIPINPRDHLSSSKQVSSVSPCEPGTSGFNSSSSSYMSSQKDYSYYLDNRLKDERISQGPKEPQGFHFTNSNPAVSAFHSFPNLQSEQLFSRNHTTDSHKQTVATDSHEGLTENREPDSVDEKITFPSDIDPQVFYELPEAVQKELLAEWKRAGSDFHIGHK
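Pol iota at 10 nM preincubated 15 min with compounds at room temperature; reaction started with fluorescent substrate, 50 nM final. Fluorescence read kinetically at 0 and 10 min; buffer-only wells as negative control.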
Pol beta inh: DNA polymerase beta (human) inhibition | P06746 | Pol beta primer extension/strand displacement, fluorescence kinetic | Potency, µM (doses to about 114 µM), without a hit: top-dose activity change, negative = inhibition, actives largely listed as inhibitors | 340,000 compounds, 1.3% hits; also: potency is read from the fitted curve at half-maximal effect; % is scaled to controls: 0 for no effect and ±100 for the full control effect
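Curves were derived by four-parameter Hill fits of normalized qHTS data. The kinetic fluorescent primer-extension read was taken at 0 and 10 min after 50 nM substrate, following a 15 min room-temperature preincubation of 10 nM enzyme with compounds.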
ERG Ets-DNA blk: blocks human ERG Ets domain binding to DNA | P11308 | fluorescence polarization, His-ERG Ets domain / labelled DNA | Potency, µM (top dose mostly 76.9 µM), for inactives: at the top dose FP activity, negative = inhibition, hits mostly inhibitors | 370,000 compounds, 0.028% hits | AID 624246; active = well fitted inhibition curve with a large enough effect in the polarisation, with a control signal flat; inconclusive = small, poorly fitted or top-dose-only effect, or effect the other way, or a change in a side signal; inactive = no such curve, though single readings can be large or run the other way; the % refers to the polarisation;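 also: polarization taken with two DNA probes labelled with fluorescein and Texas red; potency is read from the fitted curve at half-maximal effect; % of control where 0% means no effect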
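His-tagged ERG Ets domain (1 uM in the protein solution; 300mM KCl, 50mM Tris-HCl, 1mM EDTA, 1mM DTT, pH 7.5) received compound, then a probe mix of 5 nM fluorescein-DNA and 100nM Texas-615-DNA. Fluorescence polarization was read for both dyes.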
POLK inh: blocks human DNA polymerase kappa activity; purified Pol kappa, fluorescent DNA synthesis assay, 10 min; Potency, µM (series often up to 107 µM), inactives show at the highest dose activity, negative = inhibition, actives largely listed as inhibitors; 400,000 compounds, 0.53% hits; also: potency is read from the fitted curve at half-maximal effect; % is scaled to controls: 0 for no effect and ±100 for the full control effect
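Enzyme at 10 nM met test compounds for 15 min at room temperature. Substrate addition (50 nM final) began the reaction, which was monitored by fluorescence at 0 and 10 min.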
Anesthetic bind: candidate novel general anesthetic via apoferritin binding. apoferritin/1-aminoanthracene competitive binding, fluorescence. Potency, µM (top dose mostly 77.5 µM), for inactives: at the highest dose activity change, negative = displacement, most hits filed as inhibitors. 350,000 compounds, 0.074% hits. AID 485281; also: potency is read from the fitted curve at half-maximal effect; % is scaled to controls: 0 for no effect and ±100 for the full control effect; nearly all actives have a fitted effect of over 20% in size
Target sequence (P02791 2-175 limits assumed): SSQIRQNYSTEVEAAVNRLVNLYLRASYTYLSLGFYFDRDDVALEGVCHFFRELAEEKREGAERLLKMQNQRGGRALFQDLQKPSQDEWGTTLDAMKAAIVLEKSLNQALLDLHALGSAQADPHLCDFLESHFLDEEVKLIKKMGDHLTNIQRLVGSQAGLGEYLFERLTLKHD
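In PBS, apoferritin at 10 uM is loaded with 1-AMA from a 50% saturated solution. After 10 min of compound exposure at ambient temperature, reduced 535 nm fluorescence indicates probe displacement.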
* = called active by the depositor; ? = inconclusive; · = no result given; [ ] = remark or other dose. Unless noted, calls follow the shape of the dose curve; as a rule, active = well fitted curve in the direction sought with a large enough effect; inconclusive = small, poorly fitted or top-dose-only effect, or another doubt; inactive = no such curve, though single readings can be large; an effect the other way counts as inactive or inconclusive. Not all compounds are listed; count on the stated rates, not on these rows.

nr	SMILES	TRHR agonist	APE1 inh	ALOX12 inh	BLM inh	Pol iota inh
1	OC1(CNCc2ccccc2)C2CC3CC(C2)CC1C3 (configuration not stated)	1.3	5%	0%	2%	158%[activator]
2	Cc1ccc(CN2C(=O)CCC2C(=O)NCCCN2CCCC(C)C2)cc1 (configuration not stated)	-4.7	3%	0%	0%	5%
3	C/C(=N\NS(=O)(=O)c1ccc(C)cc1)c1cccs1	-0.6	2%	2%	-2%	3%
4	O=C(Nc1nc2ccccc2[nH]1)c1ccccc1OC(F)F	-0.1	13%	3%	-3%	26%
5	Cc1ccc(CSc2nc3cccnc3n2Cc2ccc(C(=O)NC3CCCCC3)cc2)cc1	0.9	·	0%	-12%	-11%
6	Cc1n[nH]c(=O)c2c(NC(=O)CSc3ccc(F)cc3)oc(C)c12	0.0	8%	?	·	20%
7	O=C1CN(C(=O)CN2C(=O)NC3(CCCCC3)C2=O)c2ccccc2N1	12	9%	-3%	-6%	19%
8	c1csc(-c2noc(CN3CCN4CCCC4C3)n2)c1 (configuration not stated)	0.3	6%	0%	-1%	41%[activator]
9	COc1ccc(-c2nnn(CC(=O)N(c3cccc(O)c3)C(C)C(=O)NC3CCCC3)n2)cc1OC (configuration not stated)	-0.7	3%	-6%	-11%	?
10	COC(=O)c1ccc(NC(=O)Cc2ccc(F)cc2)cc1	0.7	-2%	81%[activator]	-2%	?
11	CC(NCCOCCOc1ccccc1)c1ccccc1 (configuration not stated)	-0.3	1%	-6%	0%	-1%
12	O=C(Oc1ccc(Cl)cc1)c1ccc(COC(=O)c2cnccn2)cc1	0.0	6%	·	-7%	-10%
13	CC(=O)Nc1ccc(SCC(=O)c2cc(C)ccc2C)cc1	-1.3	51%[activator]	-10%	-4%	13%
14	NC(=O)COC(=O)CC(NC(N)=O)c1ccc(Cl)cc1 (configuration not stated)	0.6	5%	-14%	-4%	?
15	CCN[C@H]1C[C@H](C)S(=O)(=O)c2sc(S(N)(=O)=O)cc21	-0.2	20%	?	·	33%[activator]

nr	Pol beta inh	ERG Ets-DNA blk	POLK inh	Anesthetic bind
1	6%	-5%	-13%	-22%
2	0%	1%	-3%	-2%
3	16%	7%	-16%	-16%
4	17%	-5%	-22%	7%
5	?	-2%	-4%	-4%
6	·	-8%	-9%	·
7	2%	-2%	0%	-3%
8	-2%	12%	19%	-5%
9	?	53%[activator]	-40%	-8%
10	6%	6%	-1%	-14%
11	-6%	-5%	-11%	-7%
12	7%	-1%	0%	?
13	0%	-6%	-3%	-19%
14	1%	8%	-13%	-8%
15	·	-3%	5%	·

Later entries:
nr	SMILES	TRHR agonist	APE1 inh	ALOX12 inh	BLM inh	Pol iota inh
16	CCn1c(CC(=O)Nc2ccc(C)c(Cl)c2)nnc1SCCOc1ccc(OC)cc1	-0.1	-3%	13%	-5%	1%
17	CC1CCN(Cc2nnnn2CCCC(=O)NC(c2ccccn2)C(F)(F)F)CC1 (configuration not stated)	-1.0	4%	?	-1%	16%
18	O=C(COC(=O)C1CCC(N2C(=O)C3C4CCC(C4)C3C2=O)CC1)c1ccc(F)cc1 (configuration not stated)	0.3	26%	6%	-3%	29%
19	O=C(c1cc([N+](=O)[O-])cc([N+](=O)[O-])c1)N1CCN(Cc2ccc3c(c2)OCO3)CC1	1.7	-2%	1%	-6%	135%[activator]
20	N#CCCN1CCN(S(=O)(=O)c2ccc(S(=O)(=O)NC3CC3)cc2)CC1	0.0	-3%	304%[activator]	2%	38%[activator]
21	O=[N+]([O-])c1cccc(-c2csc(N/N=C/c3cccc(O)c3)n2)c1	0.9	5%	-25%	-12%	45µM*
22	Cc1onc(-c2ccccc2)c1C(=O)N1CCN(c2ccc([N+](=O)[O-])cc2)CC1	·	·	-8%	·	12%
23	COc1ccccc1CNC(=O)CSc1nnc2ccc(-c3cccnc3)nn12	-0.3	1%	-1%	-2%	16%
24	CCc1cccc(N2C(=O)CS(=O)(=O)C23C(=O)N(Cc2ccccc2)c2ccc(C)cc23)c1 (configuration not stated)	0.3	·	-9%	-2%	-17%
25	COc1cccc2c(N/N=C/c3ccco3)cc(C)nc12	0.3	-1%	2%	0%	26%
26	Fc1ccc(NC(=S)Nc2ccccc2OC(F)F)cc1Cl	0.4	-2%	?	-4%	12%
27	CN(c1ccc(C(=O)NCc2ccccn2)cc1)S(=O)(=O)c1ccc(Cl)cc1	-1.0	40%	-13%	-3%	19%
28	CC1(C)CC(=O)C(C2C3=C(CC(C)(C)CC3=O)OC3=C2C(=O)CC(C)(C)C3)=C(O)C1	0.8	2%	-2%	-3%	120%[activator]
29	COCCOC(=O)C1=C(C)Nc2ncnn2C1c1ccco1 (configuration not stated)	0.5	-2%	2%	-2%	-17%
30	O=c1oc2ccc3ccccc3c2cc1-c1nnc(Nc2ccccc2)s1	2.5	·	?	-7%	9%

nr	Pol beta inh	ERG Ets-DNA blk	POLK inh	Anesthetic bind
16	-1%	2%	0%	-4%
17	1%	1%	-8%	-12%
18	8%	5%	2%	-17%
19	-1%	1%	0%	-13%
20	7%	-8%	-18%	3%
21	1%	?	79µM*	?
22	·	4%	-1%	·
23	-11%	-2%	-11%	-11%
24	-8%	-5%	-1%	6%
25	11%	4%	-4%	-5%
26	20%	2%	-6%	-8%
27	1%	-3%	-4%	-12%
28	12%	3%	-5%	-10%
29	-25%	-2%	-4%	1%
30	8%	1%	-5%	4%

Next part (five carried over from the part before).
nr	SMILES	TRHR agonist	APE1 inh	ALOX12 inh	BLM inh	Pol iota inh
26	Fc1ccc(NC(=S)Nc2ccccc2OC(F)F)cc1Cl	0.4	-2%	?	-4%	12%
27	CN(c1ccc(C(=O)NCc2ccccn2)cc1)S(=O)(=O)c1ccc(Cl)cc1	-1.0	40%	-13%	-3%	19%
28	CC1(C)CC(=O)C(C2C3=C(CC(C)(C)CC3=O)OC3=C2C(=O)CC(C)(C)C3)=C(O)C1	0.8	2%	-2%	-3%	120%[activator]
29	COCCOC(=O)C1=C(C)Nc2ncnn2C1c1ccco1 (configuration not stated)	0.5	-2%	2%	-2%	-17%
30	O=c1oc2ccc3ccccc3c2cc1-c1nnc(Nc2ccccc2)s1	2.5	·	?	-7%	9%
31	COc1cc2c(cc1NC(=O)COC(=O)[C@@H](NS(=O)(=O)c1ccccc1)C(C)C)oc1ccccc12	0.4	-14%	-31%	-3%	149%[activator]
32	COc1ccc(CCNC(=O)c2ccc3c(c2)N(Cc2ccc(Cl)cc2)CCS3)c(OC)c1	-0.3	·	-21%	-8%	29%
33	COc1ccc(/C=N/NC(=O)c2ccccc2[N+](=O)[O-])cc1CN1CCc2cc(OC)c(OC)cc2C1C (configuration not stated)	-0.1	20%	1%	6%	184%[activator]
34	COc1ccc(-c2nc(CN3CCCCC3c3cccnc3)c(C)o2)c(F)c1 (configuration not stated)	0.0	1%	1%	-5%	9%
35	Cc1ccnc(NC(c2ccccn2)c2c(C)[nH]c3ccccc23)c1 (configuration not stated)	-1.0	-6%	-28%	-7%	39%[activator]
36	CC1CN(C(=O)C(c2ccccc2)c2ccccc2)CC(C)O1 (configuration not stated)	-0.2	-4%	-24%	-2%	0%
37	COc1ccc(OC)c(NC(=O)c2noc3c2CCCC3)c1	-1.3	·	-4%	-3%	-1%
38	C=CCSc1nc2sc(C)c(C)c2c(=O)n1N	-0.2	-3%	-14%	-4%	3%
39	Cc1nc2sc(-c3ccccc3)cc2c(=O)n1/N=C/N(C)C	1.8	23%	5%	-1%	45%[activator]

nr	Pol beta inh	ERG Ets-DNA blk	POLK inh	Anesthetic bind
26	20%	2%	-6%	-8%
27	1%	-3%	-4%	-12%
28	12%	3%	-5%	-10%
29	-25%	-2%	-4%	1%
30	8%	1%	-5%	4%
31	2%	3%	-17%	-11%
32	-17%	1%	-1%	314%[activator]
33	-2%	3%	-11%	-11%
34	?	4%	-14%	-12%
35	44%	-15%	-6%	1%
36	19%	-5%	-7%	-2%
37	30%	-5%	-5%	7%
38	0%	-1%	-12%	-19%
39	8%	1%	-3%	-6%
